Bioassay records (PubChem BioAssay)
JMJD2C inh: inhibitors of GASC-1 histone demethylase, primary screen, biochemical, fluorescence, DELFIA europium. inhibition, % at 2.35 µM. hit rate 0.069% among 330,000. GST-JMJD2C(1-420) H3K9me3 demethylation;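 active = more than half of a compound's replicate wells show inhibition beyond 50%, single wells judged on their own value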;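 note: signal counts dimethyl H3K9 product captured on neutravidin plate; 0% = median of DMSO wells and 100% = 0.3 times that DMSO median; strong numbers were not always called active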
Yeast superoxide: reduction of superoxide in aged yeast, primary screen, HTS | hit rate 0.18% among 330,000 | superoxide response (% of plate mean), % at 10 µM | S. cerevisiae aged cells, superoxide DHE fluorescence; active compounds read low | AID 2690, 2010;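 active = superoxide response under a set limit, about three screen SD below normal, cut at about 65% in these data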;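 note: yeast aged for seven days with compound at 30 °C before DHE staining; 100% = average MFI of all compound-treated wells on the plate with controls excluded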
PP1 inh: PP1-alpha phosphatase inhibitors, primary screen, counter-screen for PP5 inhibitor project, biochemical, fluorescence, OMFP substrate, single point. purified PP1alpha. AID 2235, 2010. Serine/threonine-protein phosphatase PP1-alpha catalytic subunit (Homo sapiens), P62136. inhibition, % at 6.7 µM. hit rate 0.9% among 320,000;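 active = inhibition above the mean inhibition of all tested compounds plus 3 SD, computed separately for each screening campaign, cut at about 15% in these data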
Target sequence (P62136 whole entry, looked up): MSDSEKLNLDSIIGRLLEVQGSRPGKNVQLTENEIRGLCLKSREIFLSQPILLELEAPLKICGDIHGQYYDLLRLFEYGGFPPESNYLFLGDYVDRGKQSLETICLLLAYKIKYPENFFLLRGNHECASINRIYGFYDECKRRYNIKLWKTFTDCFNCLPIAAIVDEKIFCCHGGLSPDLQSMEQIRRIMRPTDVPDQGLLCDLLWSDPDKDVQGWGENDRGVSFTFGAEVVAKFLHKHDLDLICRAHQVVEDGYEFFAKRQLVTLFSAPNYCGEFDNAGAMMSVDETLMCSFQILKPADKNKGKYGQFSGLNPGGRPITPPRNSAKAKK
PP5 primary: PP5 phosphatase inhibitors, primary screen, biochemical, fluorescence; Serine/threonine-protein phosphatase 5 (Homo sapiens), P53041; inhibition, % at 6.7 µM; AID 1987, 2009; purified PP5c, OMFP substrate fluorescence; hit rate 0.18% among 320,000;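 active = inhibition above the campaign's mean inhibition across all tested compounds plus 3 SD, cut at about 9.5% in these data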;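 note: 0% = DMSO only and 100% = 100 µM cantharidin control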
Target sequence (P53041 whole entry, looked up): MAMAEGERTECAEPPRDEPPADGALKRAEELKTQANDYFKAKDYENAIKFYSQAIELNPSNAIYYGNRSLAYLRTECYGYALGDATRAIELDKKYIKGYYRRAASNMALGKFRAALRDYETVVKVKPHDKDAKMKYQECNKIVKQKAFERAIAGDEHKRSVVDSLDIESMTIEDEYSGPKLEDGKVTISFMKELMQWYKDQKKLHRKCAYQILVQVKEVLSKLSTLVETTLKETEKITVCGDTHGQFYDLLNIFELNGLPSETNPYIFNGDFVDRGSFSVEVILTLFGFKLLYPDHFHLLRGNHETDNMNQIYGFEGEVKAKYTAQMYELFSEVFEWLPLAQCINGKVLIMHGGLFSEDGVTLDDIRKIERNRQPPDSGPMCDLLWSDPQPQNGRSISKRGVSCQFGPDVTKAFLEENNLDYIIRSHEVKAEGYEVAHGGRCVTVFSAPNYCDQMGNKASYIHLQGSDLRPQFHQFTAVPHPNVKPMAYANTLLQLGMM
Fh CTSL1 inh: Fasciola hepatica cathepsin L1 inhibitors, primary screen, counter-screen for PFM18AAP inhibitor project, biochemical, QFRET, fluorogenic peptide substrate; recombinant F. hepatica cathepsin L1, Z-Leu-Arg-MCA fluorescence; inhibition, % at 5.96 µM; hit rate 0.49% among 300,000; AID 1906, 2009;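 active = inhibition above the mean of all tested compounds plus 3 SD, set per screening campaign, cut at about 17% in these data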;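 note: 0% = plate median of test compound wells and 100% = 1 µM Z-Phe-Ala-diazomethylketone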
ZTA counter: counter-screen for EBNA-1 inhibitors: inhibitors of Epstein-Barr virus ZTA | ZTA-DNA binding, fluorescence polarization | inhibition, % at 11 µM | AID 2234 | hit rate 0.15% among 320,000 | P03206; in the data active = inhibition above about 33%
Target sequence (P03206 whole entry, looked up): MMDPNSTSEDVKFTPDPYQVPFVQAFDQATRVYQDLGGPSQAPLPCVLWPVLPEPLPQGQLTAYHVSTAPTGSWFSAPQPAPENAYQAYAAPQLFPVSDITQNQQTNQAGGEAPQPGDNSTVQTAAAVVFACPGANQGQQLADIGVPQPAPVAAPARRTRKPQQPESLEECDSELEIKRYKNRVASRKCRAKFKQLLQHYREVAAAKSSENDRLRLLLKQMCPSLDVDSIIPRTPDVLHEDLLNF
EBNA-1 inh: EBNA-1 DNA-binding inhibitors, primary screen, biochemical, fluorescence polarization; hit rate 0.34% among 300,000; inhibition, % at 14.8 µM; in the data active = inhibition above about 28%
core dimer inh: inhibitors of HCV core protein dimerization, primary screen, biochemical, TR-FRET, high-throughput; TR-FRET GST/Flag-core106 dimerization, 1536-well; inhibition, % at 5 µM; hit rate 0.33% among 300,000; AID 1899, 2009;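 active = inhibition above the mean of all tested compounds plus 3 SD, set per screening campaign, cut at about 45% in these data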
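System: GST/Flag-tagged HCV core106 proteins. Incubation: compound-protein-antibody incubation 4 h at 22.5 °C. Technique: HTRF with 340 nm excitation, 617/671 nm emission. Medium: KF-containing HEPES buffer, pH 7.45, DTT, CHAPS, BSA. Read-out: inhibition (%) from 671 over 617 nm ratio. Also added: Eu(K)-anti-GST 90 ng/mL plus XL665-anti-Flag 1 µg/mL.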
TPT1 inhibitor: Candida albicans TPT1 enzyme inhibitors, primary screen, biochemical, fluorescence polarization | recombinant caTPT1, FP RNA substrate dephosphorylation | inhibition, % at 5 µM | hit rate 0.81% among 300,000;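 active = inhibition above the mean of all tested compounds plus 3 SD, set per screening campaign, cut at about 24% in these data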;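 note: plate controls were DMSO alone for no effect and ferristatin control at 100 nM for full effect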
Numbers without * were called inactive; nt = no result given.

Preview:
SMILES	JMJD2C inh	Yeast superoxide	PP1 inh	PP5 primary	Fh CTSL1 inh	ZTA counter	EBNA-1 inh	core dimer inh	TPT1 inhibitor
COc1ccccc1C(CNC(=O)c1ccc(NS(=O)(=O)c2ccc(F)c(C)c2)cc1)N(C)C (configuration not stated)	-27	98	1	-0.3	2	-13	-3	-12	-1
COc1ccc(C(=O)NC2CCC(O)CC2)cc1S(=O)(=O)NCc1ccc(Cl)cc1 (configuration not stated)	-3	102	-3	-1.7	nt	-7	nt	nt	nt
COc1ccc(OC)c(NC(=O)CSc2nnc(CCCO)n2-c2ccccc2)c1	-4	111	21*	0.1	-3	-4	3	-1	-2

All compounds of this part, from the first entry:
SMILES	JMJD2C inh	Yeast superoxide	PP1 inh	PP5 primary	Fh CTSL1 inh	ZTA counter	EBNA-1 inh	core dimer inh	TPT1 inhibitor
COc1ccccc1C(CNC(=O)c1ccc(NS(=O)(=O)c2ccc(F)c(C)c2)cc1)N(C)C (configuration not stated)	-27	98	1	-0.3	2	-13	-3	-12	-1
COc1ccc(C(=O)NC2CCC(O)CC2)cc1S(=O)(=O)NCc1ccc(Cl)cc1 (configuration not stated)	-3	102	-3	-1.7	nt	-7	nt	nt	nt
COc1ccc(OC)c(NC(=O)CSc2nnc(CCCO)n2-c2ccccc2)c1	-4	111	21*	0.1	-3	-4	3	-1	-2
COc1ccc(C2=NOC3(CC(=O)N(c4ccc(F)cc4)C3=O)C2)c(OC)c1 (configuration not stated)	-4	91	2	4.4	2	0	-7	11	1
CN(CC(=O)N1CCCCCC1)S(=O)(=O)c1cccc2cccnc12	8	90	-2	-0.6	-4	-12	4	-5	-2
CCN(c1cccc(C)c1)S(=O)(=O)c1ccc(-c2cc(C)no2)s1	-14	119	1	3.4	-4	-1	-1	10	-2
O=C(NC(=S)Nc1ccccc1)c1cccs1	-2	95	2	1.4	-2	14	-10	-10	-1
Fc1ccc(C2c3cccn3CCN2C(=S)Nc2cccc(F)c2)cc1 (configuration not stated)	-1	103	2	2.2	1	-23	-5	-3	-2
COc1ccc(C(=O)Nc2cc3c(cc2C(=O)O)OCCCO3)c(OC)c1	5	138	-1	-0.4	4	9	5	13	-3
CCCSC1=C(C#N)C(c2ccccc2C)CC(=O)N1 (configuration not stated)	-10	103	9	1.3	-1	7	-3	0	-2
O=[N+]([O-])c1ccccc1S(=O)(=O)Nc1nc2ccccc2s1	4	100	-2	0.4	0	4	1	4	-2
Cc1ccc(S(=O)(=O)NCc2cn3ccsc3n2)c(C)c1	-8	97	-1	0.3	-3	-11	3	-3	-2
CCCN(CCC)CCCNS(=O)(=O)c1cc(Br)cc2c1N(C(C)=O)CC2	-5	106	-4	1.1	-2	8	2	-3	-5
CN(Cc1ccccc1)C(=O)COC(=O)c1ccc(=O)n(Cc2ccccc2)n1	-3	109	-7	1.4	13	-17	-7	0	-2
Cc1ccc(C(=O)CSc2nnc(-c3cccnc3)n2N)cc1	-25	93	0	-0.8	4	2	0	-3	1
COc1ccc(-c2nc3nc(C)cc(C)n3n2)cc1	-2	100	2	-2.5	9	-26	-9	-8	0
CC(C)(C)C(=O)N1CCN(c2ccc(NC(=O)c3ccc4c(c3)OCCO4)cc2)CC1	18	102	2	1.6	-1	1	-9	-8	0
CC(C)/C=C/C(=O)N1CCCC(N2CCN(c3ccccc3F)CC2)C1 (configuration not stated)	-1	90	-1	2.0	-1	-1	-13	-3	-1
COCCN(C(=S)Nc1ccc(OC)cc1)C1CCN(C(C)C)CC1	0	99	-1	0.8	2	13	9	-7	-4
COc1ccccc1-c1ccc(SCC(=O)NC2CCCC2)nn1	9	85	-3	0.6	-3	-12	-14	-6	0
CCS(=O)(=O)N1CCCC(C(=O)NCc2cccc(OC)c2)C1 (configuration not stated)	-8	91	-4	-0.8	1	1	-1	-1	-6
O=C1OCCN1CC(=O)N1CCc2c([nH]c3ccccc23)C1c1ccccn1 (configuration not stated)	-10	90	6	1.6	2	-2	-10	-2	-3
O=C1C(c2ccccc2)NC(=S)N1C1CCCCC1 (configuration not stated)	-2	100	-1	-0.9	-1	-25	-4	7	0
CC1(C(=O)O)CCC(C(=O)NNC(=O)c2ccccc2Cl)C1(C)C (configuration not stated)	3	92	-2	-1.1	-2	-3	-1	-2	-5
Cc1ccc(S(=O)(=O)N2CCOCC2)cc1C(=O)OCC(=O)NC1CC1	-11	114	-3	-1.2	nt	-2	nt	nt	nt
O=C(Nc1sc2c(c1-c1nc3ccccc3[nH]1)CCCC2)C1CC1	-7	100	-3	2.9	1	-15	12	7	-1
CC(=O)c1ccccc1NC(=O)COC(=O)c1ccc2c(c1)nc(C)n2-c1ccccc1	-31	117	-2	1.9	5	-7	-14	10	2
Cc1ccccc1N(C(=O)c1ccco1)C(C(=O)NC1CCCC1)c1cccnc1 (configuration not stated)	6	98	8	1.5	-3	0	-5	-3	0
Cc1ccc(-n2c(-c3ccccc3)cc(=O)nc2C)cc1	-1	103	0	-0.8	-4	1	0	-4	1
Cc1ccc(C)c(OCCC(=O)OCC(=O)c2ccc3c(c2)NC(=O)CO3)c1	-11	95	2	1.0	-31	12	5	0	1
Cc1cccc2c1-c1sc(C(=O)NCCCN3CCc4ccccc4C3)cc1CO2	-7	121	7	3.4	0	-18	-1	1	-2
c1csc(CNc2ncnc3nc[nH]c23)c1	1	91	0	0.1	1	6	12	-12	1
O=C(CN(c1cc(Cl)ccc1Cl)S(=O)(=O)c1ccccc1)N1CCOCC1	-16	88	8	0.7	-6	5	5	4	-1
Fc1ccc(-c2ccnc3nc(N4CCOCC4)nn23)cc1	7	95	-4	2.0	-4	0	8	6	0
CC(C)(C)N(NC(=O)c1ccccc1)C(=O)c1ccc(C(=O)N(NC(=O)c2ccccc2)C(C)(C)C)cc1	-5	112	-3	1.5	-3	-20	-1	5	2
CCOc1ccccc1N1CC(C(=O)N(Cc2nnc(-c3ccccc3Cl)o2)C2CC2)CC1=O (configuration not stated)	-7	119	-1	1.9	4	-17	0	2	2
CC(C)c1nc(C(=O)N2CCc3c([nH]c4ccccc34)C2c2ccccn2)cs1 (configuration not stated)	4	108	4	5.6	-5	-12	2	-2	1
CCO[C@@H]1OC(C(=O)N2CCN(Cc3ccc4c(c3)OCO4)CC2)=C[C@H](C2CC2)[C@H]1CCCO	17	103	-1	2.9	1	10	-8	-6	0
CCOC(=O)C1=C(c2ccccc2)N=C2SCC(=O)N2C1c1cccc(OC)c1 (configuration not stated)	-7	100	-2	1.3	3	26	3	12	1
Cn1c(SCC(=O)Nc2ccc(NC(=O)c3ccccc3F)cc2)nnc1-c1ccncc1	8	107	-2	-0.6	1	2	7	-10	-3
CC(C)=CCN1CCN(Cc2cc3ccccc3[nH]2)CC1CCO (configuration not stated)	-5	105	-5	1.0	2	3	2	11	-3
O=C(Cc1ccc([N+](=O)[O-])cc1)N/N=C/c1cccnc1	-2	98	-7	-1.3	-1	8	0	1	-1
CN(C)c1nc(N)c([N+](=O)[O-])c(NCCO)n1	-7	99	-1	3.0	0	17	1	-3	1
CCc1ccc(NC(=O)c2ccc3c(c2)C(=O)N(Cc2ccco2)C3=O)cc1	5	105	-1	0.1	3	11	17	56*	4
CCOC(=O)c1sc(Nc2nc3c(F)cccc3s2)cc1C	15	104	-3	-1.6	7	21	-13	14	3
Cc1cccc(C(=O)Nc2nnc(-c3ccc(C(C)(C)C)cc3)s2)c1	-4	92	-2	-0.5	-3	12	11	7	-8
COc1ccc(OC)c(CNC(=O)C2CCCN(S(=O)(=O)N3CC(C)CC(C)C3)C2)c1 (configuration not stated)	-19	117	2	4.5	-1	3	-6	4	0
COC(=O)N/N=C/c1ccc([N+](=O)[O-])s1	6	135	-2	0.8	0	25	-3	-7	2
O=C(Nc1ccc2ccccc2n1)c1ccc(Cl)cc1	3	124	-3	-0.4	-1	-10	-11	-1	0
CCCn1c(SCC(=O)Nc2ccc(OC)cc2)nnc1-c1ccncc1	4	95	-3	-0.2	1	3	2	-4	-4
COc1ccccc1/C=N/NC(=O)c1nnn(-c2nonc2N)c1CN(C)c1ccccc1	-4	127	3	3.4	3	11	-8	21	-1
CCC(=O)c1ccc(OCC(=O)OCC(=O)N2CCc3ccccc32)cc1	3	102	-2	-0.8	3	6	-10	-1	-1
COCc1cc(C)nc(SCC(=O)Nc2ccc(N3CCOCC3)cc2)c1C#N	-1	97	0	3.8	0	4	7	0	2
Cc1nc2ccc(Cc3ccc4nc(C)[nH]c4c3)cc2[nH]1	4	102	6	3.1	-6	3	-11	0	-4
COc1cc(/C=C/C(=O)OCC(=O)Nc2cc(C(F)(F)F)ccc2N2CCOCC2)ccc1O	3	106	1	5.3	7	-22	8	-6	-1
O=C(O)c1ccc(Cl)c(S(=O)(=O)Nc2ccc(OCc3ccccc3)cc2)c1	-11	94	5	-0.2	0	-2	6	19	-3
COc1cc(OC)c(C2=Nc3ccc(Br)cc3C(c3ccccc3)N2CC(=O)NN)cc1OC (configuration not stated)	-5	108	-2	0.4	-2	10	-2	7	-5
O=C(NCC1(N2CCCCC2)CCCCC1)c1cccc(S(=O)(=O)Nc2ccc(F)cc2)c1	nt	83	1	2.4	nt	-6	nt	nt	nt
COc1ccc(CCNC(=O)c2ccc(Cl)cc2Cl)cc1OC	4	93	-4	-1.9	0	9	7	-4	2
COc1ccc(N2CCN(C(=O)c3ccc(N(C)S(=O)(=O)c4ccc(C)cc4)cc3)CC2)cc1	-11	98	0	2.0	1	12	-7	8	-3

Following part.
SMILES	JMJD2C inh	Yeast superoxide	PP1 inh	PP5 primary	Fh CTSL1 inh	ZTA counter	EBNA-1 inh	core dimer inh	TPT1 inhibitor
O=C(O)c1ccccc1-c1cn2cc(Cl)ccc2n1	-12	84	-2	1.8	2	-6	6	-3	-4
CCOC(=O)c1ccc(-n2cncn2)nc1	-17	107	-1	2.8	2	-3	0	-3	3
COc1ccc(/C=N/NC(=S)NCC2CCCO2)cc1 (configuration not stated)	0	85	-2	4.1	3	0	7	6	-1
Cc1ccc(-n2c(O)c(C=NCc3ccccn3)c3ccccc3c2=O)cc1C	2	99	1	2.9	0	-17	4	3	0
COC(=O)[C@@]12CCCCN1[C@H](c1ccc(-c3cccc(Cl)c3)cc1)[C@H]1C(=O)N(C)C(=O)[C@H]12	2	110	-5	-0.8	2	17	-5	-2	2
COC(=O)CN(C)C1CC(=O)N(c2ccc(Cl)cc2)C1=O (configuration not stated)	-24	95	-2	0.7	-1	2	3	3	-7
COc1ccc(-c2oc3ccccc3c2C(=O)OCc2ccc(O)cc2)cc1	-3	92	0	4.1	2	-25	8	-18	-4
COC(=O)C1=CNC=C(C(=O)OC)C1c1cccc2ccccc12	41	87	2	0.5	-4	1	8	5	1
CN(Cc1ccco1)c1ncnc2ccc(-c3ccccc3Cl)cc12	1	111	-1	0.3	nt	9	nt	nt	nt
c1ccc2c(Nc3nc(-c4ccncc4)nc4ccccc34)cccc2c1	7	99	-1	0.7	4	0	6	2	-3

3 compounds from above, limited to core dimer inh.
Molecule,core dimer inh
O=C(O)c1ccccc1-c1cn2cc(Cl)ccc2n1,-3
CCOC(=O)c1ccc(-n2cncn2)nc1,-3
COc1ccc(/C=N/NC(=S)NCC2CCCO2)cc1 (configuration not stated),6
